# ATG4B inhibitor: inhibitors of human ATG4B cysteine protease | AID 504462 | 0.51% of 340,000 active | inhibition, % at 8.33 µM | Q9Y4P1 | ATG4B cleavage of LC3-PLA2, NBD-HPC fluorescence, 1 h; in the data active = inhibition above about 40%
# UBC13 polyUb: inhibitors of human UBC13 polyubiquitin chain formation; P61088; TR-FRET; inhibition, % at 20 µM; 0.47% of 330,000 active; in the data active = inhibition above about 45%, passing the limit was not always enough
# Target sequence (P61088 whole entry, looked up): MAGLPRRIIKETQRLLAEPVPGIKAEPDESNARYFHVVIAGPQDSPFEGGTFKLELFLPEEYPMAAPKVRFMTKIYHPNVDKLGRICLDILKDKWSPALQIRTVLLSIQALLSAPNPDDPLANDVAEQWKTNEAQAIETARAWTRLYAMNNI
# CXCR6 block: CXCR6 (human) receptor inhibition; 0.36% of 360,000 active; AID 602244; CHO-K1 PathHunter CXCR6 beta-arrestin, luminescence; inhibition, % at 20 µM; in the data active = inhibition above about 34%, passing the limit was not always enough;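 note: antagonist mode with CXCL16 agonist at 10 nM final; 0% = 10 nM CXCL16 with DMSO and 100% = unstimulated wells without agonist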
# Target sequence (O00574 whole entry, looked up): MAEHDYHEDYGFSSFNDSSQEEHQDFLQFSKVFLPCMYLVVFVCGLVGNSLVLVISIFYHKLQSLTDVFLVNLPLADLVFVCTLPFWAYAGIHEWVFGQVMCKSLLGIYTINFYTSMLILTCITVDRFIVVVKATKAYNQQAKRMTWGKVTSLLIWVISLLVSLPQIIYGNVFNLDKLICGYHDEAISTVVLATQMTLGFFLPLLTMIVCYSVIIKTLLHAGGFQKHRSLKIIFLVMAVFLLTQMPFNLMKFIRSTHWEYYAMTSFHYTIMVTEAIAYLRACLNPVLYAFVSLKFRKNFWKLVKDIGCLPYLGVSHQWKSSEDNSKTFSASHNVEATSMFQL
# CCR6 antag: antagonists of human CCR6 receptor | P51684 | CHO-K1 CCR6 PathHunter beta-arrestin, luminescence, CCL20-stimulated | inhibition, % at 20 µM | 0.49% of 340,000 active | AID 493098;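 active = compounds whose inhibition of the agonist-driven luminescence signal at 20 µM reaches about 50%, limit read from the data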;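 note: cells stimulated with CCL20 at 14 nM final; plate controls were DMSO with CCL20 for no effect and DMSO without agonist for full effect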
# APJ antag: blocks the human apelin receptor APJ. P35414. CHO-K1 APJ beta-arrestin complementation, luminescence. inhibition, % at 20 µM. 0.32% of 330,000 active;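 active = inhibition above about 40% at 20 µM, limit read from the data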;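 note: cells challenged with 10 nM apelin-13 agonist together with compound; plate controls were apelin-13 plus DMSO wells for no effect and DMSO wells lacking apelin-13 for full effect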
# EBI2 antag: EBI2 (human) antagonism; P32249; EBI2 beta-arrestin recruitment, luminescence, 7a,25-OHC stimulated; inhibition, % at 5 µM; 0.81% of 360,000 active; in the data active = inhibition above about 38%;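 note: enzyme fragment complementation signal reports receptor beta-arrestin coupling in cells; 0% = agonist plus DMSO wells and 100% = wells without agonist; some results beyond the cut were filed as inactive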
# Target sequence (P32249 whole entry, looked up, the tested form may be a part): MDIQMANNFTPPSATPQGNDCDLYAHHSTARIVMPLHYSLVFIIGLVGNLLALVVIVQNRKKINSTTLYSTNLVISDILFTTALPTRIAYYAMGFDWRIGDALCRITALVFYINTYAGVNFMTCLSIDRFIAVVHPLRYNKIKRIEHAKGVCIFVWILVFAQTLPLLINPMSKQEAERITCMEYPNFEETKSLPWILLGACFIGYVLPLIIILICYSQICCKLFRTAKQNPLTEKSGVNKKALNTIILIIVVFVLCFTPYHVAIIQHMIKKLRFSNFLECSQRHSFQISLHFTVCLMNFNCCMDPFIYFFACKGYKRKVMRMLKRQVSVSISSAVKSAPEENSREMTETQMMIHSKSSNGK
# Gli-Sufu antag: Gli-Sufu pathway antagonism | 0.74% of 340,000 active | inhibition, % at 5 µM | Sufu-KO-LIGHT fibroblasts, Gli luciferase reporter luminescence | AID 588413;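 active = inhibition above about 55%, limit read from the data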;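 note: 0% = DMSO-treated cells and 100% = wells with medium but no cells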
# APJ agonist: agonists of human APJ apelin receptor | activation, % at 20 µM | CHO-K1 APJ PathHunter beta-arrestin, luminescence; 0% DMSO wells, 100% apelin | 0.11% of 330,000 active | P35414 | AID 2520;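 active = activation more than six SD over the plate average, tested at 20 µM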;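 note: 0% = DMSO alone and 100% = apelin-13 at 10 nM; some results filed as inactive read as strong as hits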
#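 Assay system – PathHunter CHO-K1 APJ (AGTRL-1) beta-arrestin reporter cells · Compound – one dose, 20 µM compound, 1% DMSO · Timing – compound 90 min 25 °C, reagent 1 h · Measured by – luminescence from split beta-galactosidase complementation, Galacton Star/Emerald II substrate · Measure – beta-arrestin recruitment to APJ as agonist activity, luminescent signal · Benchmarks – DMSO vs Apelin-13 10 nM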
# * hit, by the source's call; nt = no result given.
SMILES,ATG4B inhibitor,UBC13 polyUb,CXCR6 block,CCR6 antag,APJ antag,EBI2 antag,Gli-Sufu antag,APJ agonist
CNC(=O)COc1ncnc2sccc12,-6,nt,4,-1,nt,-2,4,nt
Nc1nc(Cl)cc(-c2ccccc2)n1,-6,-2,-5,-16,-21,-3,-2,0
OCC1OC(n2cnc3c(NC4CCCC4)ncnc32)C(O)C1O (configuration not stated),0,2,4,-7,-2,-3,9,-5
COc1ccc(Oc2ncc(CN3CCN(c4ccccc4)CC3)s2)cc1,-9,-1,-10,9,-2,27,-3,8
COc1ccc(Cl)cc1NC(=O)c1cc(C)no1,-4,1,5,14,4,-5,9,-4
O=C(NNc1ccc([N+](=O)[O-])cc1)C1CC1c1ccccc1 (configuration not stated),-9,-12,9,4,2,9,3,-1
COc1ccccc1CN(C(=O)c1ccco1)C(C(=O)NC1CCCC1)c1ccncc1 (configuration not stated),-8,-8,1,21,-4,-5,19,-2
Cc1ccccc1CS(=O)(=O)Cc1ccc(C(=O)NCCCN2CC(C)CC(C)C2)o1 (configuration not stated),-11,6,4,7,2,0,2,1
O=C(NNC(=O)c1cccc(Br)c1)C(=O)N1CCCCC1,5,3,-5,-4,-3,-4,-9,-3
O=C1NC2(CCc3ccccc32)C(=O)N1CCOc1ccc(Cl)cc1 (configuration not stated),11,2,-13,8,6,15,-15,-3
CNc1oc(-c2cccc3ccccc23)nc1C#N,-2,22,-8,-8,6,8,-16,0
S=C(NCC1CCCO1)N1CCN(c2nc(-c3ccccc3)cs2)CC1 (configuration not stated),-10,0,-3,-8,2,40*,13,2
COc1ccccc1-n1c(-c2ccccc2)c[nH]c1=S,-2,nt,-2,-7,nt,0,0,nt
Clc1ccc2c(SCC3CO3)c3ccccc3nc2c1 (configuration not stated),4,nt,17,-11,nt,-9,36,nt
COc1cc(OC)c(OC)cc1/C=N/NC(=O)CCc1c(C)n[nH]c1C,6,7,3,2,7,-3,3,3
CCCC(=O)NC(c1ccccc1Cl)c1ccc2cccnc2c1O (configuration not stated),3,-38,-6,24,-20,-6,83*,-5
COc1ccc(-n2nc(C(=O)NCc3cc(OC)ccc3OC)c3c4ccccc4n(C)c3c2=O)cc1,-4,47*,7,20,10,7,8,-1
CCOC(=O)c1cc(NC(=O)CNCC(c2ccccc2)N(C)C)cc(C(=O)OCC)c1 (configuration not stated),7,-5,8,-2,12,-1,5,-1
CC(=O)/C(N=Nc1ccc(C(=O)O)cc1[N+](=O)[O-])=C(\C)O,-9,16,6,13,13,0,80*,-3
CC(C)NS(=O)(=O)c1ccc(OCC(=O)N2CCCC2)c(Cl)c1,-7,-6,-4,-10,1,-13,4,-3
O=C(COc1cccnc1[N+](=O)[O-])Nc1cc(S(=O)(=O)N2CCCCC2)ccc1Cl,8,1,-7,13,-26,15,-31,-3
CCCn1nnnc1NCc1cccc(OC)c1OCC,3,-2,3,1,-26,-1,-14,-2
O=C(NCc1cccnc1)Nc1cccc(C(F)(F)F)c1,-5,11,6,3,-7,6,39,-5
COc1ccc(CC(NC(C)=O)C(=O)NC2CCN(c3nnnn3-c3ccccc3)CC2)cc1 (configuration not stated),8,4,1,8,9,-3,-24,-1
NC(=S)N/N=C/c1ccc(-c2ccccc2)o1,-5,8,9,-3,10,5,-8,-2

# Shown as a hit in UBC13 polyUb, of those listed so far:
molecule,ATG4B inhibitor,UBC13 polyUb,CXCR6 block,CCR6 antag,APJ antag,EBI2 antag,APJ agonist
COc1ccc(-n2nc(C(=O)NCc3cc(OC)ccc3OC)c3c4ccccc4n(C)c3c2=O)cc1,-4,47*,7,20,10,7,-1

# As entered above.
# For CXCR6 block, CCCC(=O)NC(c1ccccc1Cl)c1ccc2cccnc2c1O (configuration not stated) has -6
# For UBC13 polyUb, O=C(NNc1ccc([N+](=O)[O-])cc1)C1CC1c1ccccc1 (configuration not stated) has -12

# Later entries:
SMILES,ATG4B inhibitor,UBC13 polyUb,CXCR6 block,CCR6 antag,APJ antag,EBI2 antag,Gli-Sufu antag,APJ agonist
O=C(CCNS(=O)(=O)c1ccc(Cl)cc1)Nc1ccncc1,1,-9,-14,8,8,1,-11,-3
CCOC(=O)C1(Cc2ccc(OC)cc2)CCN(C(=O)c2cncs2)CC1,5,-7,-4,24,-3,-5,-8,-1
NCCc1nnc(SCc2c(Cl)cccc2Cl)o1,2,6,5,8,5,-5,2,-5
CCOc1ccc(NS(=O)(=O)c2csc(C(N)=O)c2)cc1,6,4,-6,1,-6,-1,11,-1
CCn1c(COc2ccccc2Cl)nnc1SCC(=O)Nc1ncccc1C,6,5,3,10,0,-11,-3,6
COc1ccc(NS(=O)(=O)c2cccc(C(=O)NNC(=O)c3cc(S(N)(=O)=O)ccc3OC)c2)cc1,-3,-2,-1,12,4,-11,-2,-3
O=S(=O)(c1ccc(S(=O)(=O)n2cnc3ccccc32)cc1)N1CCCCCC1,-12,2,-3,8,-7,0,0,-1
S=C(NCCc1ccccc1)N/N=C/c1cccs1,-7,-4,17,17,-11,40,-20,2
CN(CC(=O)Nc1cccc(F)c1)C(=O)c1ccccc1OCCOc1ccccc1,0,-9,5,18,9,-4,6,-4
CC(Sc1nc2ccccc2c(=O)n1CCc1ccc(S(N)(=O)=O)cc1)C(=O)NC(N)=O (configuration not stated),-1,-3,3,-8,20,-5,-11,6
CCOC(=O)COC(=O)c1ccc(O)cc1,5,5,5,-14,20,0,1,-4
Cc1cc(NC(=O)c2ccc(C)o2)no1,-29,-9,-4,-8,6,-3,8,2
CCOC(=O)CCNC(=O)N1CCCC(CNS(=O)(=O)Cc2ccccc2)C1 (configuration not stated),-8,4,-2,10,7,-4,-1,-2
CN(C(=O)c1cccc(COc2ccc(Cl)cc2Cl)c1)c1ccccc1,-1,nt,1,18,nt,35,-113,nt
O=C(CN1C(=O)CSc2ccc(S(=O)(=O)N3CCOCC3)cc21)NCc1ccc(F)cc1,-2,4,2,-5,-34,-2,-8,4
CSc1nc2[nH]ncc2c(=O)[nH]1,4,-11,-1,6,-16,-4,-2,0
O=C(COC(=O)c1ccccc1[N+](=O)[O-])NCCCc1ccccc1,3,0,-22,8,-18,0,4,-1
O=C1OC(c2ccc(O)cc2)(c2ccc(O)cc2)c2ccccc21,0,2,0,12,9,4,-19,-3
COc1ccc2[nH]c(C)c(C(=O)CN3CCN(C(=O)c4ccco4)CC3)c2c1,-3,1,-11,-1,15,5,-4,3
COc1ccc(N(C(=O)c2ccc(F)cc2)C2=CC3CCC(C2)N3C)cc1 (configuration not stated),8,11,-4,22,-21,-1,-18,-5
CCOCCCNC(=O)CN(c1cc([N+](=O)[O-])ccc1OC)S(C)(=O)=O,7,-6,-3,3,-7,2,-13,-2
O=C(Cc1cccs1)NCc1ccccc1Br,6,-9,-3,14,1,8,nt,-2
CN(C)c1ccc(CNC2CC(C)(C)NC(C)(C)C2)cc1,-9,5,-8,-3,-3,-15,14,0
O=S(=O)(NCc1ccccc1Br)c1cccs1,9,8,6,9,-1,4,-4,-5
O=C(Nc1ccc(Cl)cc1)Nc1cccc2nsnc12,13,11,-9,5,9,-2,-64,-1

# The final two entries of the part above are carried over, then new ones follow:
SMILES,ATG4B inhibitor,UBC13 polyUb,CXCR6 block,CCR6 antag,APJ antag,EBI2 antag,Gli-Sufu antag,APJ agonist
O=S(=O)(NCc1ccccc1Br)c1cccs1,9,8,6,9,-1,4,-4,-5
O=C(Nc1ccc(Cl)cc1)Nc1cccc2nsnc12,13,11,-9,5,9,-2,-64,-1
Cc1cccc(C(C)C)c1NC(=O)C1CN(S(=O)(=O)c2ccccc2)CCN1S(=O)(=O)c1ccccc1 (configuration not stated),-6,-10,4,9,7,17,6,2
CC(=O)c1cn(CCCCCCCn2cc(C(C)=O)c(=O)[nH]c2=O)c(=O)[nH]c1=O,-7,2,3,13,1,-3,nt,-3
O=C(Nc1ccccc1)C(=O)Nc1ccc2c(c1)N(C(=O)C1CC1)CCC2,4,-2,5,7,-55,-29,-90,3
Cc1ccc(S(=O)(=O)N2CCC(C(=O)OCC(=O)N3CCc4ccccc43)CC2)cc1,-1,4,6,8,-17,5,5,-3
CCO[C@@H]1OC(C(=O)NCc2ccccc2)=C[C@H](c2coc3ccccc3c2=O)[C@H]1CCCO,-7,20,-5,10,4,1,14,-6
N#CCC1c2ccccc2CCN1C(=O)Nc1ccc(C(F)(F)F)cc1 (configuration not stated),-4,3,-7,4,-2,12,5,5
CCC(C)n1c(SCC(=O)NCCc2ccc(S(N)(=O)=O)cc2)nc2ccsc2c1=O (configuration not stated),2,4,-4,-9,15,-4,-11,-4
CCCn1c(SCC(=O)Nc2ccccc2N2CCCCC2)nc2c1c(=O)n(C)c(=O)n2C,-2,0,6,31,6,21,-2,2
O=C(COC(=O)c1ccccn1)Nc1c(Cl)cccc1Cl,-3,2,-16,11,12,-4,1,-1
Cc1nn(-c2ccccc2)c(Cl)c1C(=O)N1CCN(C)CC1,-9,-8,-1,9,-1,4,2,0
COCCN1CCN(Cc2nc(C3(c4ccc(C)cc4)CCCC3)no2)CC1,-10,1,2,-9,5,3,-6,-1
COc1cccc(C(=O)NNC(=O)C(=O)Nc2ccc(OC)cc2OC)c1,-13,-12,-6,9,7,-8,-10,-2
O=C(Cc1cccs1)NCCc1cn2ccccc2n1,-2,2,5,6,1,-3,6,1
COC(=O)c1c(NC(=O)CSc2nnc(CNc3ccc(Cl)cc3)o2)sc(C)c1C,-5,8,0,-20,-27,-7,-6,-4
O=C(c1cccc(C(F)(F)F)c1)N1CCc2c([nH]c3ccccc23)C1C(F)(F)F (configuration not stated),18,0,6,-8,6,-15,5,4

# Entries of single compounds, quoted from the list. Screens in order: ATG4B inhibitor, UBC13 polyUb, CXCR6 block, CCR6 antag, APJ antag, EBI2 antag, Gli-Sufu antag, APJ agonist
# Cc1ccccc1CS(=O)(=O)Cc1ccc(C(=O)NCCCN2CC(C)CC(C)C2)o1 (configuration not stated) is listed with -11, 6, 4, 7, 2, 0, 2, 1
# COc1cccc(C(=O)NNC(=O)C(=O)Nc2ccc(OC)cc2OC)c1 is listed with -13, -12, -6, 9, 7, -8, -10, -2
# O=C(COC(=O)c1ccccc1[N+](=O)[O-])NCCCc1ccccc1 is listed with 3, 0, -22, 8, -18, 0, 4, -1
